High-throughput results: PubChem, National Center for Advancing Translational Sciences (NCATS)
FLuc counter = inhibits or activates purified firefly luciferase, miR-21 counter-screen | P08659 | purified FLuc, Km substrates, luminescence inhibition | Potency, µM (doses to about 57.5 µM), for inactives: top-dose activity change, negative = inhibition, actives largely listed as inhibitors | 360,000 tested, 6.9% active | AID 588342; active means well fitted inhibition curve with a large enough effect; inconclusive means small, poorly fitted or top-dose-only effect;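 further: plate controls were vehicle for no effect and reference inhibitor for full effect; nearly all actives have a fitted effect of over 55% in size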
Target sequence (P08659 whole entry, looked up): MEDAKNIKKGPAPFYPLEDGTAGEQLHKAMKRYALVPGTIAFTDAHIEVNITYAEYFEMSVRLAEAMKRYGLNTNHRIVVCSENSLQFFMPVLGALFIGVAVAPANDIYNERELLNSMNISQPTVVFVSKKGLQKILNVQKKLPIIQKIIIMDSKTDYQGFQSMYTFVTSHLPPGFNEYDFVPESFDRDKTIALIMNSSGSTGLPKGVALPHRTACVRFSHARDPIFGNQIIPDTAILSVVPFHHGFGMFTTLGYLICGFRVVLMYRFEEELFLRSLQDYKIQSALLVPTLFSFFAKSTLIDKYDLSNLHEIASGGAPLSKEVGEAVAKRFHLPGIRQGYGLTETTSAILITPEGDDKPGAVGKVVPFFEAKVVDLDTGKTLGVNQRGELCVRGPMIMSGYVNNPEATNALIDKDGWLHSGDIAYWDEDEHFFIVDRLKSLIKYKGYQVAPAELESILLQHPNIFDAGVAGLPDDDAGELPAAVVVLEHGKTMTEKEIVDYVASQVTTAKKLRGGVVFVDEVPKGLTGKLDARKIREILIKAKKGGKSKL
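Purified P. pyralis luciferase (10nM final) with 10uM D-luciferin and 10uM ATP (Km levels) in 50mM Tris acetate pH 7.5, 10mM Mg acetate, 0.01% Tween-20, 0.05% BSA; qHTS 6-point titration, ~60 µM downward; luminescence read.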
Starred values were filed as active, the others as inactive; ? = inconclusive. Potency means the concentration at half of the fitted maximal effect. Not all compounds are listed. The share of hits here may be higher or lower than overall.

Preview:
SMILES	FLuc counter
Cc1c(Cl)cccc1NC(=O)N1CCOc2ccccc21	1.1%
O=C(NCc1ccc(Cl)cc1)C1CCN(S(=O)(=O)Cc2ccccc2)CC1	-0.9%
CCOc1ccc(NC(=O)c2c(C)nn(-c3ccc(F)cc3)c2-n2cccc2)cc1	-1.3%
Cc1ccc(OCCSc2nc3ccccc3n2CC(=O)NC(C)C)cc1	-1.0%
Cc1cccc(-c2noc(CN(C(=O)COc3ccc(Br)cc3C)C(C)C)n2)c1	-11.0%
Cc1ccc(S(=O)(=O)N2CCC(n3c(C)nc4cccnc43)CC2)c(C)c1	?
Cc1cccc(NC(=O)c2cnn(-c3ccccc3)c2-n2cccc2)c1C	-17.3%
Cc1cccc(NC(=O)C2CCCN2S(=O)(=O)c2cccc3nsnc23)c1C (centres undefined)	-1.9%
COc1ccc2ncc3c(-c4ccc(C)c(C)c4)nn(CC(=O)NC4CCCCC4)c3c2c1	5.2%
Cc1ccc(CN2CCCn3nc(C(=O)NCc4cc(C)ccc4C)cc3C2=O)cc1	-14.9%
COc1cccc(Nc2nc3ccc(C(=O)c4ccccc4)cc3n3c(C)nnc23)c1	-1.2%
COc1ccc(NC(=O)Cn2nnc(C(=O)NCc3ccccc3Cl)c2N)cc1Cl	-0.4%
Cc1ccc(-n2c(=O)c3cccnc3n2CC(=O)Nc2cccc(C)c2C)cc1	-6.6%
CN(C)c1ccc(CNC(=O)C2CCN(C(=O)c3ccc(-n4ccc5ccccc54)s3)CC2)cc1	?
Cc1ccc(NC(=O)Cn2cnc3sc(C(=O)O)c(C)c3c2=O)cc1Cl	-18.3%
Cc1ccc(N2C(=O)c3n[nH]c(C)c3C2c2ccc(Cl)cc2)cc1 (centres undefined)	9.53µM*
CN(c1ncnc2onc(-c3cccc(Cl)c3)c12)C1CCCCC1	-17.0%
CCOC(=O)c1c(NC(=O)CS(=O)(=O)c2ccc(C)cc2)sc2c1CCC(C)C2 (centres undefined)	-1.6%
O=C(CSc1nccn1C1CCCC1)Nc1cc(C(F)(F)F)ccc1Cl	0.7%
CC(=O)Nc1cc(C(=O)NCc2ccccc2)ccc1Sc1ccc(C)cc1	-9.9%
Cc1ccc(Nc2nc(C(N)=O)c(NC(=O)c3ccccc3Br)s2)cc1	-11.0%
COc1ccc(-c2noc(CN(C(=O)COc3cc(C)c(Br)c(C)c3)C(C)C)n2)cc1	5.3%
COc1ccc(CNC(=O)c2cccn2-c2nnc(N3CCCCC3)s2)c(OC)c1	-19.1%
CCOc1ccccc1Nc1sc(C(=O)c2ccccc2)c(N)c1C(=O)Nc1ccccc1	-6.8%
COc1ccc(S(=O)(=O)N(CCc2ccccc2)CC(=O)Nc2cccc(OC)c2)cc1	3.9%

This part in full (from the top)
SMILES	FLuc counter
Cc1c(Cl)cccc1NC(=O)N1CCOc2ccccc21	1.1%
O=C(NCc1ccc(Cl)cc1)C1CCN(S(=O)(=O)Cc2ccccc2)CC1	-0.9%
CCOc1ccc(NC(=O)c2c(C)nn(-c3ccc(F)cc3)c2-n2cccc2)cc1	-1.3%
Cc1ccc(OCCSc2nc3ccccc3n2CC(=O)NC(C)C)cc1	-1.0%
Cc1cccc(-c2noc(CN(C(=O)COc3ccc(Br)cc3C)C(C)C)n2)c1	-11.0%
Cc1ccc(S(=O)(=O)N2CCC(n3c(C)nc4cccnc43)CC2)c(C)c1	?
Cc1cccc(NC(=O)c2cnn(-c3ccccc3)c2-n2cccc2)c1C	-17.3%
Cc1cccc(NC(=O)C2CCCN2S(=O)(=O)c2cccc3nsnc23)c1C (centres undefined)	-1.9%
COc1ccc2ncc3c(-c4ccc(C)c(C)c4)nn(CC(=O)NC4CCCCC4)c3c2c1	5.2%
Cc1ccc(CN2CCCn3nc(C(=O)NCc4cc(C)ccc4C)cc3C2=O)cc1	-14.9%
COc1cccc(Nc2nc3ccc(C(=O)c4ccccc4)cc3n3c(C)nnc23)c1	-1.2%
COc1ccc(NC(=O)Cn2nnc(C(=O)NCc3ccccc3Cl)c2N)cc1Cl	-0.4%
Cc1ccc(-n2c(=O)c3cccnc3n2CC(=O)Nc2cccc(C)c2C)cc1	-6.6%
CN(C)c1ccc(CNC(=O)C2CCN(C(=O)c3ccc(-n4ccc5ccccc54)s3)CC2)cc1	?
Cc1ccc(NC(=O)Cn2cnc3sc(C(=O)O)c(C)c3c2=O)cc1Cl	-18.3%
Cc1ccc(N2C(=O)c3n[nH]c(C)c3C2c2ccc(Cl)cc2)cc1 (centres undefined)	9.53µM*
CN(c1ncnc2onc(-c3cccc(Cl)c3)c12)C1CCCCC1	-17.0%
CCOC(=O)c1c(NC(=O)CS(=O)(=O)c2ccc(C)cc2)sc2c1CCC(C)C2 (centres undefined)	-1.6%
O=C(CSc1nccn1C1CCCC1)Nc1cc(C(F)(F)F)ccc1Cl	0.7%
CC(=O)Nc1cc(C(=O)NCc2ccccc2)ccc1Sc1ccc(C)cc1	-9.9%
Cc1ccc(Nc2nc(C(N)=O)c(NC(=O)c3ccccc3Br)s2)cc1	-11.0%
COc1ccc(-c2noc(CN(C(=O)COc3cc(C)c(Br)c(C)c3)C(C)C)n2)cc1	5.3%
COc1ccc(CNC(=O)c2cccn2-c2nnc(N3CCCCC3)s2)c(OC)c1	-19.1%
CCOc1ccccc1Nc1sc(C(=O)c2ccccc2)c(N)c1C(=O)Nc1ccccc1	-6.8%
COc1ccc(S(=O)(=O)N(CCc2ccccc2)CC(=O)Nc2cccc(OC)c2)cc1	3.9%
COc1cn(CC(=O)Nc2ccccc2)c(CN2CCCCC2)cc1=O	0.3%
CCOc1ccccc1CNC(=O)C1CCN(C(=O)N2CCOc3ccc(Cl)cc32)CC1	-8.1%
O=S(=O)(Nc1ccc2nc(-c3cccc(Cl)c3)oc2c1)c1ccccc1	?
COc1ccc(-c2oc3ncn4nc(-c5ccccc5OC)nc4c3c2-c2ccc(OC)cc2)cc1	-5.4%
Cc1noc(C)c1S(=O)(=O)Nc1ccc(C(=O)Nc2ccc(Br)cc2)cc1	?
CCN1CCN(C(c2cccc(F)c2)c2c(O)cc(C)n(CCOC)c2=O)CC1 (centres undefined)	-7.6%
COc1cc(OC)c(NC(=O)Cn2c(=O)oc3cc(S(=O)(=O)N4CCCC4)ccc32)cc1Cl	-10.8%
c1csc(C2=NC(c3ccncc3)=Nc3ccccc3N2)c1	-10.0%
O=S(=O)(NCCc1nnc2ccc(SCc3c(F)cccc3Cl)nn12)c1ccccc1	-13.4%
CCCN(C(=O)c1cn(CC(C)C)c(=O)c2cc(OC)c(OC)cc12)c1cccc(C)c1	-5.1%
Cc1cccc(C)c1NC(=O)Cn1c(=O)n(Cc2ccc3c(c2)OCO3)c(=O)c2oc3ccccc3c21	-1.2%
Cc1ccc(NC(=O)c2cc(S(=O)(=O)N3CCCC(C)C3)cn2C)c(Br)c1 (centres undefined)	-4.5%
Cc1ccc(/C=C/C(=O)Nc2ccc3nc(N4CCC(C)CC4)cc(C)c3c2)cc1	4.9%
CCC1CCCCN1C(=O)c1nn(-c2ccc(C)cc2)c(=O)c2c1c1ccccc1n2C (centres undefined)	-1.0%
Cc1cc(NC(=O)c2ccc(Br)o2)cc(-c2nc3ccccc3o2)c1O	-19.9%
COc1ccc(S(=O)(=O)c2cc(NS(=O)(=O)c3ccc(Cl)cc3)c(C)c(C)c2O)cc1	?
Cc1ccc(NC(=O)Cn2c(=O)n(CCC(=O)NCc3ccccc3Cl)c(=O)c3ccccc32)cc1	-1.6%
CC(=O)N1CCCC1c1nc2ccccc2n1Cc1cc(C)ccc1C (centres undefined)	-8.7%
COCCn1ccc2c(OCC(=O)Nc3cccc(C(F)(F)F)c3)cccc2c1=O	3.1%
CCOC(=O)N1CCC(NC(=O)c2cnn(-c3ccc(C)cc3)c2-n2cccc2)CC1	-10.5%
CC1=C(C(N)=O)C(c2cccc(Br)c2)n2nc(SCc3ccccc3Cl)nc2N1 (centres undefined)	-4.3%
COc1ccc(N2CCN(C(=O)CSc3c4c(nc5ccc(Cl)cc35)CCCC4)CC2)cc1	2.4%
CCOC(=O)C1=C(C)NC(=O)NC1c1cn(-c2ccccc2)nc1-c1ccc(OCC)cc1 (centres undefined)	-17.3%
O=C1CCSC2(C(=O)N(Cc3ccc(F)cc3)c3ccccc32)N1c1ccc(F)c(F)c1 (centres undefined)	-3.4%
COc1cccc(CNC(=O)Cn2c(=O)cc(C)c3c(C)nn(C)c32)c1OC	-3.0%
COc1cc(NC(=O)CSc2nc3nc(C)c(Cc4ccc(C)cc4)c(C)n3n2)cc(OC)c1	3.4%
Cc1ccc(NC(=O)CCn2nc(C)c(S(=O)(=O)N3CCCCC3)c2C)cc1Cl	-12.1%
Cc1ccc(CNC(=O)CN2N=C(c3ccccc3)CCC2=O)cc1	-15.3%
O=c1cc(-c2ccccc2)n2c(SCc3ccc(Cl)cc3)nnc2[nH]1	?
Cc1cc(C)n(-c2nnc(Nc3cc(Cl)ccc3C)c3ccccc23)n1	-4.0%
CC(=O)c1ccc(NC(=O)COCc2cc(-c3ccco3)on2)cc1	2.9%
Cc1ccc(NC(=O)c2c(C)oc3ncn(CC(C)C)c(=O)c23)nc1	-8.1%
CC(C)(C)OC(=O)N1CCC(c2c(C(=O)NCc3ccc(F)cc3)cnn2-c2ccc(F)cc2)CC1	1.7%
COc1ccc(C(=O)Nc2ccccc2)cc1S(=O)(=O)Nc1ccc(Br)cc1	-11.4%
CCN(C(=O)c1sc2nc3n(c(=O)c2c1C)CCCCC3)c1ccc(OC)cc1	?

(next part)
SMILES	FLuc counter
CCOc1ccc(-c2noc(CSc3nnc(-c4ccccc4)n3-c3ccccc3)n2)cc1	1.9%
CCCCCOc1ccccc1Cn1c(=O)oc2ccc(C)cc21	-18.3%
CC(C)N(Cc1ccccc1)S(=O)(=O)c1ccc(N2CCCCS2(=O)=O)cc1	-0.9%
Cc1ccc(CNC(=O)c2ccc(CSCc3ccc(C)cc3)o2)cc1	-16.5%
N#Cc1ccc(C(=O)NCc2ccc3c(c2)CCN3C(=O)c2ccc(F)cc2)cc1	?
COc1cccc(CNC(=O)CN2C(=O)CCn3nc(-c4cn(C)c5ccccc45)cc32)c1OC	1.7%
Cc1ccc(C(=O)N2CCC(c3c[nH]c4ccccc34)(c3c[nH]c4ccccc34)CC2)cc1	-1.1%
O=C(NCCc1ccc(Cl)cc1)C(=O)NCC(c1ccc2c(c1)OCO2)N1CCOCC1 (centres undefined)	0.6%
Cc1ccc(Cl)cc1N1CCN(C(=O)c2nn(C)c3c2CS(=O)(=O)c2ccccc2-3)CC1	?
Cc1c(NC(=O)C(C)(C)Oc2ccc(Cl)cc2)cccc1-c1nc2ccccc2o1	?
Cc1cc2[nH]c(=O)c(=O)[nH]c2cc1S(=O)(=O)Nc1ccc(OC(F)(F)F)cc1	-14.0%
O=C(CSc1nc2c([nH]c3ccccc32)c(=O)n1-c1cccc(C(F)(F)F)c1)N1CCCC1	1.6%
Cc1ccc(CNc2ccc(-c3nc(-c4cccnc4)no3)cc2[N+](=O)[O-])cc1	?
COc1ccc(OC)c(NC(=O)CN2C(=O)CC(c3ccco3)Sc3ccccc32)c1 (centres undefined)	-4.9%
CCOc1ccc(/C=C/c2nc(C#N)c(Nc3ccc(OC)cc3)o2)cc1	1.4%
Cc1c(Cl)cccc1NC(=O)Cn1c(=O)n(Cc2nc(-c3ccccc3)no2)c(=O)c2cc3c(cc21)OCO3	-7.6%
COC(=O)c1cc2sc(Cl)cc2n1CC(=O)Nc1cc(C)cc(C)c1	-7.6%
CCC1CN(C(=O)Nc2ccc(Br)cc2F)c2ccccc2S1 (centres undefined)	-1.8%
Cc1cc(C)cc(NC(=O)[C@H]2O[C@@H]3OC(C)(C)O[C@@H]3[C@H]3OC(C)(C)O[C@H]32)c1	-2.3%
COc1cn(CC(=O)Nc2ccc(C)cc2)c(CN2CCCCC2)cc1=O	-2.0%
CCn1cc(C(=O)N2CCN(c3cc(Cl)ccc3C)CC2)c(=O)c2cc(S(=O)(=O)N3CCCCC3)ccc21	-12.3%
O=C(CSc1nc(-c2ccccc2)nc2c1CCCC2)c1ccc(F)cc1	0.3%
Cc1cccc(NC(=O)CSc2nc3ccccc3nc2N2CCCCC2)c1C	0.4%
Cc1cc(=O)n(Cc2cccc(Cl)c2)c2c1c(C)nn2C	-13.0%
COc1ccc(NC(=O)c2cnc3cc(C)ccn3c2=O)c(OC)c1	-2.1%
O=C(NCCc1ccc(Cl)cc1)c1ccc2c(c1)N(Cc1ccc(Cl)cc1)C(=O)CS2	-11.2%
Cc1cc(C)c(NC(=O)Cn2ccn(-c3cccc(Cl)c3)c(=O)c2=O)c(C)c1	-17.7%
COc1cc2c(cc1NC(=O)COc1cc(C)ccc1C)oc1ccccc12	-5.1%
N#Cc1ccc(NC2=NS(=O)(=O)c3ccccc32)cc1	-11.7%
O=C(c1cccs1)N(Cc1cccnc1)c1nc2ccc(F)cc2s1	-3.2%
COc1ccc(OC)c(NC(=O)Cn2c(=O)oc3cc(S(=O)(=O)NCc4ccccc4)ccc32)c1	-2.6%
Cc1oc2cc3oc(=O)c(CC(=O)NCc4ccccc4)c(C)c3cc2c1C	-0.2%
